Screening results deposited in PubChem by National Center for Advancing Translational Sciences (NCATS).
TCR act: Activators of T cell receptors: qHTS campaign; 330,000 tested, under 10 active; Potency, µM (top dose mostly 9.22 µM), without a hit: at the highest dose activation of IL-2 secretion, usual class: activators; primary human leukocytes, anti-CD3, IL-2 HTRF, 48 h; also: % of control where 0% means no effect
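Compounds are tested in HTS on primary human leukocytes co-incubated with a-CD3 beads for 48 hr. IL-2 output is measured by time-resolved FRET.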
Tb PFK inh: qHTS Assay to Find Inhibitors of T. brucei phosphofructokinase; T. brucei PFK, ADP-Glo luminescence; ATP-dependent 6-phosphofructokinase (Trypanosoma brucei brucei), O15648; 330,000 tested, 0.17% active; Potency, µM (series often up to 57.5 µM), for inactives: at the highest dose activity, negative = inhibition, actives largely listed as inhibitors;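 also: potency is read from the fitted curve at half-maximal effect; 0% = uninhibited 1x PFK enzyme wells and -100% = no-enzyme wells; nearly all actives have a fitted effect of over 60% in size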
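ADP-Glo luminescence quantified ADP after 45 min at room temperature, with 1.25 nM T. brucei PFK, 0.1 mM ATP and 0.5 mM fructose-6-phosphate in pH 8.0 TEA buffer. qHTS titrations up to 57 µM; curves classified by quality.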
GALK inh: qHTS Assay for Inhibitors of Human Galactokinase (GALK); P51570; Purified GALK, Kinase-Glo residual ATP luminescence; Potency, µM (titrated, usually from 57.5 µM), inactives show top-dose activity change, negative = inhibition, actives largely listed as inhibitors; 270,000 tested, 0.007% active; AID 1868, 2009; also: potency is read from the fitted curve at half-maximal effect; % is scaled to controls: 0 for no effect and ±100 for the full control effect
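Human GALK (5 nM) with 35 uM ATP and 100 uM galactose in 20 mM HEPES pH 8.0, 5 mM MgCl2, 60 mM NaCl, 1 mM DTT, 0.01% BSA. After 1 h at room temperature, leftover ATP was read by Kinase-Glo Plus luminescence.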
Giardia kill: Small Molecules that selectively kill Giardia lamblia: qHTS | Giardia lamblia trophozoite viability | activity change, % at 7.66 µM, hits read low | 340,000 tested, 0.15% active; in the data active = activity change below about -80%; inconclusive = between about -30% and that limit;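 also: parasites exposed to compound for two days anaerobically before the ATP read; % is scaled to controls: 0 for no effect and ±100 for the full control effect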
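Media and compound were dispensed first, then trophozoites at 100 cells/well; plates sat 48 hrs at 37 deg C without oxygen before ATP luminescence reagent was added and read after 15-30 min at room temperature.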
MLL CXXC-DNA inh: qHTS Fluorescence Polarization Assay for Inhibitors of MLL CXXC domain - DNA interaction; AID 2662, 2010; 290,000 tested, 0.037% active; MLL-CXXC / FITC-HOXA9 DNA fluorescence polarization; Potency, µM (titrated, usually from 115 µM), without a hit: top-dose activity change, negative = inhibition, most hits filed as inhibitors; active = well fitted inhibition curve with a large enough effect in the polarisation, with a control signal flat, not every such curve was filed as active; inconclusive = small, poorly fitted or top-dose-only effect, or effect the other way, or a change in a side signal; inactive = no such curve, though single readings can be large or run the other way; the % refers to the polarisation; also: potency is read from the fitted curve at half-maximal effect
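Steps: dispense CXXC domain solution (7 uM) → pin compounds or unlabeled HOX-A9 DNA control → 5 min ambient → add FLSN-HOX-A9 solution (50 nM) → spin → 30 min ambient → fluorescence polarization. Tris pH 7.5/NaCl/DTT/BSA buffer.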
FBPA coupling cs: qHTS Assay for Inhibitors of Fructose-1,6-bisphosphate Aldolase from Giardia Lamblia: Coupling assay counterscreen; 290,000 tested, 0.67% active; activity change, negative = inhibition, % at 58.2 µM, hits read low; coupling enzyme system counterscreen, AmpLite Red fluorescence; in the data active = activity change below about -30%; also: % is scaled to controls: 0 for no effect and ±100 for the full control effect
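Final compound at 57.5 uM, incubated 10 min at RT with coupling enzyme reagent (glyceraldehyde-3-phosphate), then 20 min with substrate and AmpLite Red detection. Fluorescence read at 525/598 nm; tests interference with the coupling assay, not aldolase inhibition.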
TSHR antag: Antagonists of the Thyroid Stimulating Hormone Receptor: HTS campaign; Thyrotropin receptor (Homo sapiens), P16473; TSHR-expressing cells, TSH-stimulated cAMP HTRF, 2 h; hits give low values; activity change, negative = inhibition, % at 11.5 µM; 330,000 tested, 0.2% active;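 active = activity change below a set negative limit, meaning inhibition stronger than a set level, cut at about -70% in these data; inconclusive = activity change between two set negative limits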; also: % is scaled to controls: 0 for no effect and ±100 for the full control effect
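Cell-based HTRF cAMP assay; TSHR cells + compound, TSH EC80 (4nM final), 2 h, 37 deg C. Lysis with anti-cAMP cryptate and cAMP-d2, 30 min RT, read 665/620 nm.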
hERG WT inh: qHTS for Inhibitors of KCHN2 3.1: Wildtype qHTS | AID 720551, 2013 | activity change, % at 1.84 µM | Voltage-gated inwardly rectifying potassium channel KCNH2 (Homo sapiens), Q12809 | U2OS, BacMam KCNH2, thallium flux FluxOr; hits give low values | 340,000 tested, 0.37% active;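 active = maximum activity change below -70%; inconclusive = maximum activity change between -70% and -50%; inactive = maximum activity change above -50%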; also: % is scaled to controls: 0 for no effect and ±100 for the full control effect
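U2OS cells were transduced with wild-type KCNH2 virus (2.03 x 10^8 / mL) for 4 h at room temperature, then cultured overnight at 37 C. Thallium flux was read with FluxOr dye. Rate constants were normalized to DMSO controls.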
BCR signal inh: qHTS Assay to Find Inhibitors of Chronic Active B-Cell Receptor Signaling; ABC-DLBCL IkBa-CBG/CBR reporter, luminescence ratio, 4 h; Potency, µM (series often up to 46.1 µM), inactives show top-dose ratio change, negative = lower green/red ratio, actives largely listed as inhibitors; 340,000 tested, 0.05% active; AID 493014, 2011; active = well fitted inhibition curve with a large enough effect in the signal ratio, with a control signal flat, not every such curve was filed as active; inconclusive = small, poorly fitted or top-dose-only effect, or effect the other way, or a change in a side signal; the % refers to the signal ratio;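 also: potency is read from the fitted curve at half-maximal effect; plate controls were basal doxycycline-induced cells for no effect and cells given 10 µM MG132 for full effect; MG132 reads +100%, hits lower the ratio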
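TMD8 ABC-DLBCL cells carrying doxycycline-inducible green luciferase fused to IkappaBalpha plus unfused red luciferase were exposed to compounds (up to 46 uM) for 4 hrs at 37C. Activity came from the overlap-corrected green/red luminescence ratio.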
AT treatment: qHTS Assay for Identifying a Potential Treatment of Ataxia-Telangiectasia; […] A-T fibroblasts, KAP-1 phosphorylation AlphaLISA; neocarzinostatin DNA damage 30 min before lysis; Potency, µM (doses to about 57.5 µM), inactives show at the top dose activation, usual class: activators; 320,000 tested, 0.19% active; AID 485349, 2010; also: potency is read from the fitted curve at half-maximal effect; % of control where 0% means no effect; nearly all actives have a fitted effect of over 45% in size
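ATM-like activity read as KAP-1 phosphorylation via AlphaLISA donor/acceptor antibody pairs after lysis and 6 hr at 25C. Cells were ATM-null patient fibroblasts ([…], hTERT), dosed 60 min, then exposed to the DSB inducer NCS for 30 min.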
* marks the source's active call; other numbers are inactive results; ? = inconclusive; · = no result given; [ ] = dose if it differs, or a comment. Unless noted, calls follow the shape of the dose curve; as a rule, active = well fitted curve in the direction sought with a large enough effect; inconclusive = small, poorly fitted or top-dose-only effect, or another doubt; inactive = no such curve, though single readings can be large; an effect the other way counts as inactive or inconclusive. An unsorted share of the library; 1.6% or so of the library scored in one or more.

#1 CCN(CC(=O)NCc1ccc(Cl)cc1)C(=O)COc1ccc(Cl)cc1Br
#2 Cc1n[nH]c(C)c1C(=O)CC1(O)C(=O)N(CCc2ccccc2)c2ccc(Br)cc21 (configuration not stated)
#3 Cc1cc(NC(=O)CSc2nncc(=O)n2N)no1
#4 CC1CCN(CCOc2cccc(Br)c2)CC1
#5 O=[N+]([O-])c1ccc(CN2CCOCCOCCN(Cc3ccc([N+](=O)[O-])cc3)CCOCC2)cc1
#6 CCN(CC)C(=O)CSc1nsc(SCC(=O)N(CC)CC)c1C#N
#7 CCC(=O)c1c(NC)cc(C)oc1=O
#8 CCc1ccc(S(=O)(=O)/N=C2\C=C(Nc3ccc(C(=O)O)cc3)C(=O)c3ccccc32)cc1

Assay by compound,1,2,3,4,5,6,7,8
TCR act,-4%,·,-5%,4%[46.1 µM],-1%[46.1 µM],2%,3%,-1%
Tb PFK inh,2%,3%,2%,-9%,0%,3%,0%,-3%
GALK inh,·,-1%,-2%,4%,·,0%,-2%,?
Giardia kill,8,-18,-24,-3,14,-11,-7,24
MLL CXXC-DNA inh,·,-8%,11%,8%,4%,-1%,3%,13µM*
FBPA coupling cs,·,7,0,2,2,1,-1,-48*
TSHR antag,-12,-10,7,10,-3,-6,2,-41
hERG WT inh,3,-7,-3,21,-90*,-10,-10,-5
BCR signal inh,5%,-11%,0%,-1%,-1%,1%,?,?
AT treatment,·,-1%,0%,1%,-2%,-4%,1%,-5%

#9 Cn1c2ccccc2c2c(=O)oc3ccccc3c21
#10 O=C(CSCCS(=O)(=O)c1ccc(Cl)cc1)Nc1ccccc1
#11 CN1CCN(CCCC(=O)c2ccc(F)cc2)CC1
#12 O=C(CN1CCOc2ccccc21)NCc1ccco1
#13 Cc1ccc(C(=O)N2CCCC(C(=O)c3ccc(Oc4ccccc4)cc3)C2)cn1 (configuration not stated)
#14 Cc1c(Cl)cccc1S(=O)(=O)N1CCC(C(=O)NNC(=O)C2CC2)CC1
#15 O=S(=O)(Nc1cc(S(=O)(=O)N2CCOCC2)ccc1N1CCOCC1)c1ccc2c(c1)OCCO2
#16 Cc1nc2ccccc2c2c1C(=O)N(CCC1=CCCCC1)C2=O

Assay by compound,9,10,11,12,13,14,15,16
TCR act,3%[46.1 µM],1%,-4%,2%,2%,1%,-2%,·
Tb PFK inh,-1%,1%,1%,2%,-6%,0%,0%,3%
GALK inh,·,5%,19%,2%,-3%,-1%,-1%,0%
Giardia kill,3,-6,-3,-26,-15,12,9,·
MLL CXXC-DNA inh,·,8%,4%,8%,-1%,-1%,-3%,-1%
FBPA coupling cs,·,2,3,-8,-3,3,-2,-2
TSHR antag,1,1,-4,2,-24,-10,12,-32
hERG WT inh,-7,3,-2,-4,-10,12,-1,·
BCR signal inh,11%,?,0%,7%,5%,12%,3%,0%
AT treatment,8%,-2%,4%,21%,0%,10%,17%,15%

#17 O=C(CSc1nnc(SCc2ccccc2)s1)NNC(=S)Nc1ccccc1
#18 COc1ccc(C2=CC(c3ccco3)n3ncnc3N2)cc1 (configuration not stated)
#19 Cc1cc(C)c2oc(-c3cccc(N)c3)nc2c1
#20 CC(NCc1cccnc1)c1ccccc1 (configuration not stated)
#21 COc1ccc(/C=C2\SC(=S)N(N3CCOCC3)C2=O)c(OC)c1
#22 COc1ccc(OC)c(CCNC(=O)c2ccc(CS(=O)(=O)c3ccc(Br)cc3)o2)c1
#23 O=C(CN1C(=O)C(=O)N(C2CCCC2)C1=O)Nc1ccc(F)cc1F
#24 COc1cc(C(=O)Nc2ccccc2NC(=O)c2cc(OC)c(OC)c(OC)c2)cc(OC)c1OC

Assay by compound,17,18,19,20,21,22,23,24
TCR act,-3%[46.1 µM],·,-1%,0%,6%,-4%,0%,1%
Tb PFK inh,3%,3%,1%,1%,-4%,0%,1%,1%
GALK inh,-3%,7%,3%,1%,-1%,-2%,·,·
Giardia kill,14,12,-21,32[activator],9,0,8,17
MLL CXXC-DNA inh,?,?,-11%,6%,-7%,-1%,·,9%
FBPA coupling cs,3,-9,1,1,4,0,·,0
TSHR antag,21,6,-14,1,10,0,2,-8
hERG WT inh,-85*,-5,-1,3,-5,-3,-4,3
BCR signal inh,17%,?,-1%,6%,6%,?,6%,?
AT treatment,-5%,1%,23%,1%,-1%,-3%,-4%,-7%

Additional compounds follow.
Values run as follows: TCR act, Tb PFK inh, GALK inh, Giardia kill, MLL CXXC-DNA inh, FBPA coupling cs, TSHR antag, hERG WT inh, BCR signal inh, AT treatment
25	CN(C)S(=O)(=O)c1ccc2nnn(O)c2c1
    -2%, -1%, -1%, 27, 3%, 2, 3, 4, 0%, -1%
26	COCc1cc(C)nc(SCc2ccc(Cl)cc2)c1C#N
    1%, 0%, 1%, -6, -1%, 0, 0, -1, -1%, ?
27	O=C(COC(=O)c1ccccc1SCC(=O)N1CCCC1)Nc1ccccc1OC(F)F
    2%, -4%, ·, -25, ·, ·, -5, -4, ?, 2%
28	COc1cccc(NC(=S)N2CCC(N(C)CC3CCCO3)CC2)c1 (configuration not stated)
    -1%, ?, 1%, -11, 17%, -5, 26, 4, -11%, -1%
29	O=C(CN1C(=O)c2ccccc2C1=O)OC(C(=O)c1ccc(Cl)cc1)c1ccccc1 (configuration not stated)
    -7%, 1%, -4%, 5, 18%, -3, -8, 19, -4%, 3%
30	CN(C(=O)COC(=O)/C=C/c1ccc(C(F)(F)F)cc1)C1CCS(=O)(=O)C1 (configuration not stated)
    4%, 0%, -2%, ?, -1%, ·, 2, -6, 1%, 6%
31	CCCCC(=O)Nc1c(-c2ccc(OC)c(OC)c2)c(=O)c2ccccc2n1C
    -1%, 2%, -1%, 44[activator], 6%, 1, 7, 7, ?, ?
32	O=C(COC(=O)c1cccs1)c1ccccc1
    -2%, -10%, 10%, 24, 6%, 3, -12, 2, -2%, 8%
33	O=C(NC12CC3CC(CC(C3)C1)C2)N1CCN(S(=O)(=O)c2ccc(Cl)cc2)CC1
    3%, -2%, -1%, -2, -11%, 0, 3, 0, 1%, 4%
34	OCCNC(=S)NCCc1ccccc1
    22%[46.1 µM], 0%, -1%, 12, 0%, 1, 0, -4, -2%, 8%
35	COc1ccc(CC(=O)NC(c2ccccc2)c2ccc(C)cc2)c(OC)c1 (configuration not stated)
    -11%, 9%, -4%, 13, 13%, 1, -12, -1, 1%, -3%

One compound at a time, from the list above. Order of values: TCR act, Tb PFK inh, GALK inh, Giardia kill, MLL CXXC-DNA inh, FBPA coupling cs, TSHR antag, hERG WT inh, BCR signal inh, AT treatment
O=C(CSc1nnc(SCc2ccccc2)s1)NNC(=S)Nc1ccccc1 across the screens: -3%[46.1 µM], 3%, -3%, 14, ?, 3, 21, -85*, 17%, -5%
CCC(=O)c1c(NC)cc(C)oc1=O across the screens: 3%, 0%, -2%, -7, 3%, -1, 2, -10, ?, 1%
COc1cc(C(=O)Nc2ccccc2NC(=O)c2cc(OC)c(OC)c(OC)c2)cc(OC)c1OC across the screens: 1%, 1%, ·, 17, 9%, 0, -8, 3, ?, -7%
COc1ccc(C2=CC(c3ccco3)n3ncnc3N2)cc1 (configuration not stated) across the screens: ·, 3%, 7%, 12, ?, -9, 6, -5, ?, 1%
CCc1ccc(S(=O)(=O)/N=C2\C=C(Nc3ccc(C(=O)O)cc3)C(=O)c3ccccc32)cc1 across the screens: -1%, -3%, ?, 24, 13µM*, -48*, -41, -5, ?, -5%
